Source: PubChem
PfHsp90 yeast 2: inhibits growth of yeast expressing Plasmodium falciparum Hsp90; S. cerevisiae expressing PfHsp90, BacTiter-Glo ATP, 48 h; yeast lacking PDR1 and PDR3 efflux regulators; inhibition, % at 9.4 µM; hit rate 0.32% among 310,000;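 active means every replicate shows inhibition above about 80%, whatever the replicate mean, limit read from the data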;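 further: 0% = DMSO neutral controls and 100% = 20 µM radicicol positive controls; yeast relying on Plasmodium falciparum Hsp90 in place of its own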
E coli growth: counter-screen for AddAB inhibitors: E. coli growth inhibition. E. coli V3065 growth, OD600 absorbance, 18 h. inhibition, % at 11.9 µM. hit rate 0.27% among 330,000;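 active means inhibition above the campaign's mean inhibition across all tested compounds plus 3 SD, cut at about 9.9% in these data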;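 further: uninfected addAB+ strain grown without phage in ampicillin broth; 0% = DMSO wells and 100% = ciprofloxacin 0.95 µg/ml wells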
AddAB inh: less growth of phage-infected E. coli with AddAB | hit rate 0.29% among 330,000 | AID 435030 | E. coli expressing H. pylori AddAB, absorbance growth | inhibition, % at 11.9 µM; in the data active means inhibition above about 12%;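 further: 0% = vehicle wells of infected cells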
phage Ecoli inh: E. coli growth loss with phage present; growth absorbance; inhibition, % at 11.9 µM; hit rate 0.26% among 360,000; AID 651602; in the data active means inhibition above about 11%
Wnt bcat act: Wnt/beta-catenin pathway activation; Wnt/beta-catenin reporter cell assay, activator, plate reader; hit rate 1.2% among 300,000; activation, % at 9.35 µM; AID 743398; in the data active means activation above about 30%, passing the limit was not always enough;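 further: 0% = neutral control wells and 100% = positive control wells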
PvdQ acylase: P. aeruginosa PvdQ acylase inhibition | purified PvdQ acylase, fluorescence plate reader | inhibition, % at 10 µM | hit rate 0.063% among 340,000; in the data active means inhibition above about 30%, passing the limit was not always enough;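 further: 0% = vehicle neutral wells and 100% = reference inhibitor wells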
Rtt109 Vps75: inhibitors of Candida albicans Rtt109/Vps75 histone acetyltransferase; Q5AAJ8; purified Rtt109/Vps75, ThioGlo CoA-SH fluorescence, 4 h; inhibition, % at 34.9 µM; hit rate 0.16% among 330,000; AID 540336;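 active means inhibition of at least 50% in every replicate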
Target sequence (Q5AAJ8 whole entry, looked up): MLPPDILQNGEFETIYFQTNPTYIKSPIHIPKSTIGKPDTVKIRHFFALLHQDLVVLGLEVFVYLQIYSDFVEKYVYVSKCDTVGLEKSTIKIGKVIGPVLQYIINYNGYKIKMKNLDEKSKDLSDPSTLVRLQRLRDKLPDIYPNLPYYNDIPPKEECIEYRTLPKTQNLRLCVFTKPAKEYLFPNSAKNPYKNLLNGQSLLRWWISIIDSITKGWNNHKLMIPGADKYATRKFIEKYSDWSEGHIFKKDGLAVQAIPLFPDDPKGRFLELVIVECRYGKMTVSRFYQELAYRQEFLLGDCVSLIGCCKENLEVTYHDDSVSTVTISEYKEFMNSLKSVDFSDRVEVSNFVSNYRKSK
CAL PDZ FP: human CAL PDZ-peptide interaction inhibition. purified CAL PDZ, TMR-peptide fluorescence polarization, 1 h. Q9HD26. inhibition, % at 20 µM. AID 504414. hit rate 0.02% among 330,000;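 active means highest replicate inhibition of at least 40%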;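 further: plate controls were DMSO neutral control wells for no effect and unlabeled competitor peptide control wells for full effect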
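Material – purified CerCALP PDZ construct · Detection – FP readout, S and P plane fluorescence · Measure – percent inhibition from loss of millipolarization · Controls – unlabelled peptide for full inhibition, DMSO wells as neutral · Probe or stimulus – TMR-labelled reporter peptide T*-PRC34 bound in PDZ groove · Times – 1 h at RT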
Tat export inh: inhibitors of E. coli Tat protein transport; E. coli MC4100 TorA-mCherry Tat export, fluorescence; inhibition, % at 10 µM; hit rate 0.036% among 340,000;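 active means mean replicate inhibition at least 50% and at least half of replicates individually reaching 50%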;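 further: exported cargo escapes ClpAP degradation while cytoplasmic cargo is degraded and loses fluorescence; 0% = median of neutral control wells and 100% = median of NaSCN control wells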
DAGLB inhibitor: blocks human DAGLB lipase activity; Q8NCG7; HEK293T DAGLB membrane lysate, EnzChek fluorogenic substrate; inhibition, % at 5.17 µM; hit rate 0.059% among 340,000; AID 504411; in the data active means inhibition above about 34%;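 further: 0% = enzyme with vehicle and 100% = wells lacking enzyme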
Target sequence (Q8NCG7 whole entry, looked up): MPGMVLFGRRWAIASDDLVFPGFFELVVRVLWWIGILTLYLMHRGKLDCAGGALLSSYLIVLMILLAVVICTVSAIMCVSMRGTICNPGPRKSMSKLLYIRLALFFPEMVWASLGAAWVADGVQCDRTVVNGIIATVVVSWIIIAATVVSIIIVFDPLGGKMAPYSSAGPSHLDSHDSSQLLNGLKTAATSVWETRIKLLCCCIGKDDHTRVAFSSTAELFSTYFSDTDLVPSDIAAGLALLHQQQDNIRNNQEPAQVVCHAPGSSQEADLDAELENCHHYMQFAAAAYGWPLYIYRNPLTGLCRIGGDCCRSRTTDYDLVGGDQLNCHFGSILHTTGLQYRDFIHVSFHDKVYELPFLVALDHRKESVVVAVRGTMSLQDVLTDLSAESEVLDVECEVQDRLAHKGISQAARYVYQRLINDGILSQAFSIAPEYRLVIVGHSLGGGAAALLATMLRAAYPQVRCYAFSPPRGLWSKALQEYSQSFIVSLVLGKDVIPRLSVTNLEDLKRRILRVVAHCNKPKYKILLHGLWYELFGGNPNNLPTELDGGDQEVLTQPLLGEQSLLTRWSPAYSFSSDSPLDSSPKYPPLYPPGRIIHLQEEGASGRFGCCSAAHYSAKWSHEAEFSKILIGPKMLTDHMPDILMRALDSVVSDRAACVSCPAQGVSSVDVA
The depositor's hits bear a star; / = no result given.

SMILES | PfHsp90 yeast 2 | E coli growth | AddAB inh | phage Ecoli inh | Wnt bcat act | PvdQ acylase | Rtt109 Vps75 | CAL PDZ FP | Tat export inh | DAGLB inhibitor
CC1CN(C(=O)c2cc3cc(Cl)ccc3[nH]2)CC(C)O1 (configuration not stated) | 6 | -2.3 | -0.5 | -0.6 | 9 | -6 | / | 0.1 | -10 | -1
O=C(OCc1nnc(-c2ccccc2)o1)c1ccc(Cl)cc1 | 4 | -0.3 | 0.2 | 3.1 | -3 | -14 | / | -1.7 | -2 | -11
O=C(O)CCC(=O)NNC(=O)COc1ccc(Cl)cc1Cl | -24 | -0.2 | 1.3 | 6.0 | 0 | -7 | 3 | -0.2 | -2 | /
CCS(=O)(=O)NC(C)C(c1cccs1)N1CCN(c2ccc(OC)cc2)CC1 (configuration not stated) | -3 | -2.2 | -2.6 | 2.3 | -1 | -10 | -10 | -0.1 | -5 | 1
O=C(NCCSc1ccc(Cl)cc1)c1ccc(CN2CCOCC2)cc1 | 23 | -1.6 | -0.5 | 4.2 | -15 | 4 | 0 | -0.3 | 3 | 0
O=C(O)c1ccccc1-c1nc2ccccc2[nH]1 | 7 | -2.6 | 1.0 | 2.2 | 4 | -4 | 3 | -1.2 | -1 | 0
Cc1cccc(C)c1Nc1c(-c2ccsc2)nc2ncccn12 | -1 | 2.2 | 4.2 | -0.2 | / | 2 | 11 | -1.6 | 14 | 4
C=CCn1cc(C(C)=O)c(=O)[nH]c1=O | -1 | 1.4 | 2.3 | 5.2 | -1 | 7 | 17 | 0.4 | 1 | -3
CCc1ccc(N(C2C=CS(=O)(=O)C2)S(=O)(=O)c2ccc(C)cc2)cc1 (configuration not stated) | -1 | -0.2 | 0.3 | 2.6 | 1 | 4 | 35 | 0.0 | 3 | -1
CC(=O)CSc1nnc2cc(C)c3ccccc3n12 | 0 | -0.8 | -2.3 | 2.9 | -2 | -6 | / | 0.1 | 2 | 1
CCNc1nc(NCC)nc(N/N=C/c2ccc([N+](=O)[O-])o2)n1 | -13 | -1.3 | 1.8 | 5.7 | / | -9 | 0 | / | 4 | -3
COCc1c(C(=O)N2CCN(Cc3c(F)cccc3Cl)CC2)oc2ccccc12 | -54 | -0.9 | 1.6 | 0.9 | -1 | -11 | 4 | -1.3 | 9 | -5
COc1ccc(S(=O)(=O)N(C)CC(=O)Nc2ccccc2C(F)(F)F)cc1 | 39 | -0.6 | 0.3 | 1.7 | / | -7 | 2 | 0.7 | 2 | 0
COc1ccc(/C=C2/CCCC(CN(C)C)C2=O)cc1 (configuration not stated) | -16 | / | / | 1.6 | -3 | -17 | 2 | -1.0 | -15 | -5
Cc1ccc(CSc2nnc(-c3cccs3)n2C)cc1 | -18 | -2.1 | 2.3 | 0.9 | / | -1 | / | -2.3 | -1 | -1
CCCCNC(=O)COC(=O)c1c2c(nc3ccccc13)/C(=C\c1cccs1)CC2 | 1 | / | / | 2.1 | 2 | -12 | 1 | -0.6 | -4 | -8
Cc1noc(C)c1COc1ccccc1C(=O)NNC(=O)c1ccc(F)cc1 | -7 | 0.9 | 1.8 | 3.2 | 1 | -16 | -2 | 0.1 | -3 | 0
CCOc1ccc(N2CC(C(=O)Nc3cccc(C)c3C)CC2=O)cc1 (configuration not stated) | 1 | -0.9 | -1.5 | 2.1 | -6 | -21 | 1 | -1.6 | 4 | -1
O=C(O)c1ccc(Cl)c(S(=O)(=O)Nc2cccc(C(=O)Nc3cccc(C(F)(F)F)c3)c2)c1 | -1 | -0.3 | -2.2 | 1.5 | -7 | -6 | -1 | -1.6 | 5 | 14
Clc1ccc(-c2nc3ccccc3[nH]2)cn1 | 3 | 0.6 | 2.8 | 0.7 | 0 | -4 | -5 | -2.7 | -7 | -3
CC(=O)Nc1cccc(NC(=O)C2CC(=O)N(C3CCCCC3)C2)c1 (configuration not stated) | 16 | -3.2 | 2.4 | -2.1 | 0 | 5 | 1 | -1.6 | -4 | -2
Cc1ccc(C(C)C)c(OCc2ccc(C(=O)N/N=C/c3ccc(O)cc3O)cc2)c1 | 32 | 15* | 13* | 27* | 2 | -7 | -3 | -1.4 | -7 | 1
O=C(NCC1(O)CCCCC1)C1CCC(=O)N(Cc2cccc(C(F)(F)F)c2)C1 (configuration not stated) | 5 | -0.5 | 1.3 | 4.2 | 5 | -5 | 4 | 0.7 | 1 | 2
COc1cc(/C=C2/S/C(=N/S(=O)(=O)c3ccccc3)NC2=O)c([N+](=O)[O-])cc1OC | 4 | -2.5 | -2.4 | 0.9 | -3 | -3 | -4 | -1.5 | 9 | 11
COc1ccccc1C1/C(=C(/O)c2ccc(C)cc2)C(=O)C(=O)N1CCN1CCOCC1 (configuration not stated) | 5 | -2.1 | 4.7 | 1.0 | / | -4 | 4 | -1.2 | -2 | 2

Reprinted at random: 3 entries already listed
SMILES | PfHsp90 yeast 2 | E coli growth | AddAB inh | phage Ecoli inh | Wnt bcat act | PvdQ acylase | Rtt109 Vps75 | CAL PDZ FP | Tat export inh | DAGLB inhibitor
COCc1c(C(=O)N2CCN(Cc3c(F)cccc3Cl)CC2)oc2ccccc12 | -54 | -0.9 | 1.6 | 0.9 | -1 | -11 | 4 | -1.3 | 9 | -5
CCOc1ccc(N2CC(C(=O)Nc3cccc(C)c3C)CC2=O)cc1 (configuration not stated) | 1 | -0.9 | -1.5 | 2.1 | -6 | -21 | 1 | -1.6 | 4 | -1
O=C(O)c1ccccc1-c1nc2ccccc2[nH]1 | 7 | -2.6 | 1.0 | 2.2 | 4 | -4 | 3 | -1.2 | -1 | 0

(further entries)
SMILES | PfHsp90 yeast 2 | E coli growth | AddAB inh | phage Ecoli inh | Wnt bcat act | PvdQ acylase | Rtt109 Vps75 | CAL PDZ FP | Tat export inh | DAGLB inhibitor
O=C(CN1CCN(c2ccccn2)CC1)Nc1ccc(Cl)c(C(F)(F)F)c1 | -22 | -0.7 | 3.5 | 0.7 | -5 | -8 | -8 | -0.3 | 1 | -5
O=c1cc(CN2CCN(c3ccccc3O)CC2)nc2sccn12 | -10 | -1.8 | 2.0 | -1.0 | -2 | -3 | 6 | -1.5 | 11 | 1
COc1cccc(NC(=O)Cc2cccs2)c1 | -1 | 1.7 | 1.9 | 2.5 | -1 | 7 | 3 | / | -5 | -2
CCOC(=O)c1c(N)n(-c2ccc(N)cc2)c2nc3ccccc3nc12 | -5 | 0.2 | -0.4 | 2.5 | / | 4 | / | -2.0 | -3 | 0
Cc1ccccc1C(=O)N1CCC(C(=O)Nc2nccs2)CC1 | -3 | 0.9 | -2.1 | 1.4 | -1 | -5 | -6 | -2.1 | -3 | 1
CC1CCN(CCNC(=O)C2CCCN(S(=O)(=O)c3cccc4nonc34)C2)CC1 (configuration not stated) | -10 | -1.1 | 1.9 | 2.0 | -1 | -9 | -3 | -0.5 | -9 | 0
COc1ccc(CNC(=O)CCC(=O)Nc2nnc(C(F)(F)F)s2)cc1 | 9 | 3.0 | 4.0 | 1.2 | -1 | -7 | 11 | -0.9 | 0 | -1
CC(=O)N1CCC(=NNC(=O)CSc2cc(C)c(Br)cc2C)CC1 | -7 | -0.7 | 4.9 | 2.2 | -3 | -6 | -4 | 0.8 | -5 | -5
O=C(c1cc2ccccc2o1)N1CCN(CCOc2ccccc2)CC1 | / | / | / | 4.0 | -4 | -3 | -5 | -2.1 | 16 | -1
COC(=O)c1ccc(S(=O)(=O)NCc2ccc(S(N)(=O)=O)cc2)o1 | 7 | 0.7 | 5.6 | 2.8 | -2 | -17 | -3 | 0.6 | 12 | -1
COCc1cc(C)nc(SCC[N+](C)(C)CC(=O)Nc2cccc(C(F)(F)F)c2)c1C#N | / | 1.1 | 1.0 | 5.8 | -1 | -8 | 13 | -3.3 | 31 | 3
CCOC(=O)C1(CCOC)CCN(C(=O)Cc2ccsc2)CC1 | 8 | -2.3 | 1.0 | 0.4 | 0 | -13 | 7 | 0.6 | -4 | -2
Cc1ccc2c(c1)N(C(=O)CCC(=O)NCc1ccccn1)CC(C)O2 (configuration not stated) | 30 | -0.1 | 2.2 | 3.1 | -6 | -5 | 0 | -0.2 | -3 | 1
N#Cc1c(-c2ccc(Cl)cc2)ccnc1N1CCOCC1 | -1 | 1.9 | -0.2 | 2.5 | -3 | 1 | -9 | -0.9 | 2 | -4
Cc1ccc(-c2noc(Cn3nc(C(=O)O)c4ccccc4c3=O)n2)cc1 | -12 | -0.4 | 1.2 | 1.0 | 11 | -3 | 2 | -3.4 | -17 | -2
O=C(COc1ccc(NC(=O)c2cccs2)cc1)c1ccc(F)cc1 | 20 | -0.3 | 3.7 | -1.0 | 2 | -5 | -9 | -1.5 | -3 | 0
CC(=O)Nc1ccc(C(=O)OCC(=O)Nc2ccc(N3CCOCC3)cc2)cc1 | -4 | 0.3 | -0.2 | -1.6 | 1 | 0 | -4 | 0.4 | 0 | -1
Fc1ccccc1Cc1noc(CN(Cc2ccccn2)CC2CCCO2)n1 (configuration not stated) | 35 | -0.4 | -0.7 | -3.4 | -1 | -10 | -1 | -1.5 | 5 | 1
COC(=O)c1ccc(Cn2nnc3ccccc32)cc1 | -1 | 4.5 | 4.9 | 5.6 | 0 | -16 | -5 | 0.4 | 0 | -4
CC(Oc1cc2oc(=O)c3c(c2cc1Cl)CCC3)C(=O)N1C[C@H]2C[C@@H](C1)c1cccc(=O)n1C2 (some centres not stated) | -4 | -1.3 | 2.2 | 3.1 | -1 | -2 | -32 | 0.0 | 3 | -1
COc1ccc(NC(=O)C2CCCO2)c(OC)c1 (configuration not stated) | 2 | -0.7 | 4.3 | 3.8 | 2 | -2 | 3 | 1.0 | -1 | -1
Cc1nc(CN2CCN(C(=O)c3ccc(C(C)(C)C)cc3)CC2)cs1 | 17 | 0.3 | -2.9 | 2.0 | 0 | 19 | 11 | -1.6 | 13 | -2
COc1ccc(CCNC(=O)CN(c2cc([N+](=O)[O-])ccc2OC)S(C)(=O)=O)cc1 | 6 | -1.9 | 0.3 | 3.7 | -1 | 0 | -16 | -0.4 | -8 | -2
Clc1ccc(-c2nc3ccccn3c2CN2CCSCC2)cc1 | -15 | -1.9 | 2.6 | 3.0 | 2 | -13 | 6 | -2.4 | 4 | 0
CCc1cccc(C)c1NC(=O)CO/N=C(\N)CC(=O)NC1CCCCC1 | -34 | -1.0 | 2.1 | 3.2 | 0 | -16 | 2 | 0.0 | 27 | 2
Following part.
SMILES | PfHsp90 yeast 2 | E coli growth | AddAB inh | phage Ecoli inh | Wnt bcat act | PvdQ acylase | Rtt109 Vps75 | CAL PDZ FP | Tat export inh | DAGLB inhibitor
CN1C(=O)C(CC(N)=O)N(NC(=O)c2ccc(Cl)cc2)C1=S (configuration not stated) | -14 | -0.1 | -1.5 | 3.0 | -1 | 8 | -2 | 0.6 | 7 | -3
COc1cc(/C=C/C(=O)OCC(=O)Nc2cc(S(=O)(=O)N3CCCCC3)ccc2C)ccc1O | -4 | -0.7 | 2.1 | 1.5 | -2 | 17 | 10 | 0.5 | -2 | -1
COc1cc(NC(=O)c2ccc(Cl)cc2Cl)ccc1-c1cc2ccccc2oc1=O | 6 | -3.0 | -2.1 | 0.9 | -6 | -12 | 5 | 0.3 | -10 | 4
CCOC(=O)c1cc2c(=O)n3ccccc3nc2n(CCOC)c1=NC(=O)C(C)(C)C | -4 | -2.1 | -0.5 | 4.7 | -3 | -18 | / | -2.1 | 9 | 0
C=CCNc1nc(-c2ccc(OC)cc2OC)cs1 | -25 | -1.0 | -0.2 | 3.4 | / | -10 | -7 | 0.7 | 0 | 0
CCOc1ccc(Cn2c(=O)oc3ccccc32)cc1 | -35 | / | / | 1.5 | 0 | -16 | 0 | -0.1 | 3 | -4
CCN1CCN(C(c2cccs2)C(C)NC(=O)c2c(F)cccc2F)CC1 (configuration not stated) | -12 | 2.3 | -0.7 | 1.6 | / | 5 | 5 | 0.4 | -1 | 3
